HCT116 PTEN-null: growth suppressors of cells with PTEN tumor suppressor deletion | HCT116 PTEN-null viability, CellTiter-Glo, 60 h; stronger effect = lower value | AID 827 | viability, % at 10 µM | 1.2% of 140,000 active;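 active = viability at or below a set limit, 4 SD under the median of all tested compounds, cut at about 3.7% in these data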;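 note: PTEN knockout HCT116 line with beta catenin targeted HCT116 as companion control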
NPY-Y2 antag: antagonists of human neuropeptide Y receptor Y2. P49146. NPY-Y2 expressing cells, antagonist mode. 0.99% of 140,000 active. AID 793. inhibition, % at 2.7 µM; in the data active = inhibition above about 17%;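 note: 0% = vehicle with agonist challenge and 100% = reference antagonist with challenge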
Target sequence (P49146 whole entry, looked up): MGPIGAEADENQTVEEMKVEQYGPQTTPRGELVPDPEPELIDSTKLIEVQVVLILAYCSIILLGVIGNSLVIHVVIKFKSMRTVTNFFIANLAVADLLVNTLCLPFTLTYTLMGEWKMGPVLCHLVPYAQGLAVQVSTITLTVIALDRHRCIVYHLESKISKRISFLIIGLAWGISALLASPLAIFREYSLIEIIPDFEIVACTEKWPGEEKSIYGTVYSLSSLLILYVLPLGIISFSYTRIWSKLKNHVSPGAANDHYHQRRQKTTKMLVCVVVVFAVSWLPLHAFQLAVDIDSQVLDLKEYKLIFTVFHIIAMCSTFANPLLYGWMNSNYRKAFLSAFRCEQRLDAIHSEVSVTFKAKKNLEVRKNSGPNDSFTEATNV
Phagocytosis inh: blocks phagocytosis by macrophages. J774A.1 macrophage IgG-bead phagocytosis, imaging. inhibition, % at 5 µM. 0.07% of 110,000 active. AID 1029;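 active = inhibition above the mean of the plate negative controls plus 5 SD, cut at about 13% in these data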;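 note: phagocytic index as fraction of beads internalized from green versus red external bead signal; plate controls were DMSO negative control for no effect and cytochalasin-D positive control for full effect; some results beyond the cut were filed as inactive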
HCT116 bCat-KO: beta-catenin-lacking colon tumor cell growth suppression; viability, % at 10 µM; 1.5% of 140,000 active; HCT116 beta-catenin knockout viability, CellTiter-Glo, 60 h; stronger effect = lower value; AID 818;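 active = viability at or under a set limit, the compound median less 4 SD, cut at about 6% in these data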;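 note: 0% = Hyamine 1622 control at 20 µM and 100% = untreated cell control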
E-sel TNF inh: TNF alpha driven E-selectin expression inhibition. HUVEC TNFa-induced E-selectin immunofluorescence, high content. inhibition, % at 2 µM. 0.71% of 120,000 active. AID 1246;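 active = inhibition above the batch mean plus 3 SD, and confirmed as a hit on visual image review, cut at about 43% in these data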;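 note: 0% = TNF-stimulated DMSO wells and 100% = unstimulated control wells; not every result past the cut was called active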
BB579 growth dn: yeast BB579 growth reduction in restrictive medium; 0.51% of 140,000 active; inhibition, % at 10 µM; S. cerevisiae BB579 growth, OD615, 48 h;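 active = inhibition above a set limit, 3 SD over the mean compound inhibition, cut at about 44% in these data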; note: inactives centre near -24
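Assay system – yeast BB579 (DeaD) · Dosing – single compound dose of 10 µM, 0.25% DMSO final · Detection – OD615 turbidity measurement · Buffer or medium – CSMM-D restrictive synthetic medium containing dextrose (glucose) · Benchmarks – positive control amphotericin B 10 µg/mL · Incubation – 48 h exposure, 30 °C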
Yeast life ext: yeast lifespan extension; S. cerevisiae growth with nicotinamide, OD615; deaD strain in restrictive glucose medium; inhibition of the nicotinamide effect, % at 10 µM; 0.68% of 130,000 active;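 active = inhibition above a set limit, placed 3 SD over the median of all compounds, cut at about 26% in these data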;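 note: 0% = nicotinamide-treated wells and 100% = cells grown without nicotinamide; some compounds called inactive have numbers as strong as hits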
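Material: Modified budding yeast, DeaD strain | Medium: Restrictive glucose medium | Probe or stimulus: 1.5 mM nicotinamide | Dosing: Single dose 10 µM compound, 0.25% DMSO | Times: 48 h at 30 °C | Technique: OD615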
MRP-1 activ: MRP-1 activation; viability increase, % at 10 µM; 0.61% of 140,000 active; H69AR cells + doxorubicin, viability rescue, CellTiter-Glo;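 active = viability gain under doxorubicin at or above a set limit, the compound median plus 3 SD, cut at about 4.7% in these data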;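 note: MRP-1 overexpressing cells given doxorubicin 25 µM after compound pretreatment; 18-22 h compound pretreatment then 72 h with doxorubicin before readout; 0% = doxorubicin-only wells and 100% = vehicle-treated cells without doxorubicin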
Measles CPE: protection of cells from measles virus; 1.5% of 140,000 active; Measles virus-infected cells, CPE protection, absorbance; AID 841; protection (pct of control), % at 4 µM; in the data active = protection mostly above about 24%, no sharp cut-off; inactive = mostly below about 26%; note: some compounds called inactive have numbers as strong as hits
GALR2 antag: antagonists of human galanin receptor 2 (GALR2); O43603; GALR2-expressing cells, antagonist mode; inhibition, % at 4 µM; 0.39% of 140,000 active; AID 828; in the data active = inhibition above about 27%;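 note: cells stimulated with galanin 1-16 at roughly its EC80; 0% = agonist challenge control and 100% = basal control without agonist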
Target sequence (O43603 whole entry, looked up): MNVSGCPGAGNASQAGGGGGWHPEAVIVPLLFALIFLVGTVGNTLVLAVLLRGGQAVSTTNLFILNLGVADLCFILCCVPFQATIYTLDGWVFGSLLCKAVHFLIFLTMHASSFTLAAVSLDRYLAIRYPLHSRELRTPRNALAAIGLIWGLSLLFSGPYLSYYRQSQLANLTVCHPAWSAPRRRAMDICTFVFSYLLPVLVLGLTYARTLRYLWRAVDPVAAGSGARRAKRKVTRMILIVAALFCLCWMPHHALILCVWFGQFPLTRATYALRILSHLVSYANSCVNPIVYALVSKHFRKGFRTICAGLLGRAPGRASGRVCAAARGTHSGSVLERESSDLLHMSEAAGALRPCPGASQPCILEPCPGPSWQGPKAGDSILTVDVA
Numbers without * were called inactive; x = not tested or not shown.

SMILES	HCT116 PTEN-null	NPY-Y2 antag	Phagocytosis inh	HCT116 bCat-KO	E-sel TNF inh	BB579 growth dn	Yeast life ext	MRP-1 activ	Measles CPE	GALR2 antag
Cc1n[nH]c(=S)c2nn(-c3ccccc3F)c(C)c12	103.6	-0.1	1.2	93.8	-9.0	-25.6	-7.2	-0.6	10.7	-0.1
N#Cc1ccc(OCc2nnc(SCC(=O)c3ccccc3)n2-c2ccccc2)cc1	79.8	3.4	x	93.3	-30.7	7.0	x	-0.9	21.2	2.2
Cc1ccc(NC(=O)Nc2ccccc2C#N)c(Cl)c1	86.1	-0.4	x	96.5	-11.8	-34.1	-5.4	-1.5	16.7	13.5
COc1ccc(-c2cn[nH]c2N)cc1	96.8	8.5	x	95.4	0.3	-23.2	-4.8	-3.4	6.0	-0.1
O=C(c1cc(-c2ccco2)on1)N1CCOCC1	90.5	2.5	x	106.2	-18.6	-16.8	-22.4	-1.2	5.8	-3.6
C=CCNc1nc(-c2ccc([N+](=O)[O-])cc2)cs1	71.7	-0.7	-3.2	37.8	6.0	-45.5	-7.3	-1.7	2.5	8.3
CCOCCCNC(=O)CNC(=S)N(Cc1ccccc1F)C1CCCCC1	94.3	2.2	-0.1	98.0	-8.2	-6.8	-4.7	-0.1	11.8	-1.7
CCCCCCCC(=O)NNC(=O)CC(=O)Nc1ccccc1C(=O)O	92.0	1.2	x	92.9	x	-14.8	3.2	0.4	6.4	0.8
Oc1ccc(-c2[nH]ncc2-c2cccc3cccnc23)c(O)c1	61.0	0.1	-1.8	45.5	6.0	-39.2	-0.8	-4.4	24.4	2.2
COc1ccc2nc(N3CCC(C)CC3)c(C#N)cc2c1	98.1	1.4	-0.5	94.2	-8.3	-14.0	-23.5	3.2	3.4	1.7
COc1cc(NC(=O)CCNC(=O)Cn2cnc3ccccc3c2=O)cc(OC)c1OC	95.3	3.8	-0.5	94.7	11.1	-10.0	-7.3	-0.6	22.9	-6.3
O=C1CCCC2=C1C(c1ccc(Cl)cc1)N1C(=O)CCSC1=N2 (centres undefined)	101.8	-0.8	x	93.0	-6.0	3.4	x	3.2	2.7	15.1
COc1ccc(-c2csc(NC(=O)c3cccc(S(=O)(=O)N4CCN(C)CC4)c3)n2)cc1	62.1	-0.4	-1.4	40.1	3.2	-52.4	-26.5	-1.4	15.4	3.4
COC(=O)c1cn(CC(=O)N2C(C)CCCC2C)c2ccccc12 (centres undefined)	99.4	3.0	x	95.7	20.4	-15.2	x	-3.7	30.7	15.3
O=C(Nc1ccc2c(c1)OCO2)c1ccc(COc2ccc3c(c2)CCC3)o1	88.2	11.2	-1.3	91.3	-6.1	-35.0	-7.5	0.2	23.9	14.8
CC(C)Cn1c2c(c(O)c(C(=O)Nc3ncccc3O)c1=O)CCCC2	34.9	3.4	-0.3	23.9	-10.4	-49.2	3.4	0.6	17.9	-8.1
CCOc1ccc(N2CC(=O)N/C2=N\c2nc(C)cc(C)n2)cc1	103.8	1.5	-0.6	96.0	-21.1	-60.0	-7.3	-0.5	8.2	15.3
O=c1[nH]c(Nc2ccc(F)cc2)cc2ccccc12	85.0	-0.6	-1.3	96.6	-2.5	19.6	-8.4	-1.4	5.5	9.8
Cc1ccc(-c2csc3ncnc(Oc4cccc5ccc(C)nc45)c23)cc1	58.1	1.8	-9.9	61.3	x	-14.4	9.3	-3.0	10.1	2.5
Cc1ccc(NC(=O)C(Nc2cccc(C)c2)c2ccccc2)cc1 (centres undefined)	70.8	3.9	-5.6	74.9	x	-22.0	-0.7	-2.0	12.0	10.9
COc1ccc(-c2ccc(-c3noc(-c4cccc(OC)c4)n3)c(OC)n2)cc1	60.5	3.1	5.7	72.8	x	-23.4	-17.2	0.9	5.1	14.4
c1ccc(C2CC(c3ccccc3)n3c(nc4ccccc43)N2)cc1 (centres undefined)	72.5	12.1	-2.8	76.0	x	-27.0	6.4	-4.8	2.7	-5.8
CCOC(=O)c1csc(NC(=O)CSc2nnnn2-c2ccc(OC)c(OC)c2)n1	46.8	2.1	-2.1	59.8	-18.2	-27.9	-8.4	-5.0	2.8	-12.8
CCCCC(=O)Nc1ccc(NC(=O)c2ccc3c(c2)OCO3)cc1OC	93.9	3.8	x	101.7	13.0	-23.6	-17.9	-1.0	17.0	8.9
CCOc1ccc(Cn2nnc(C(=O)NCc3ccccc3)c2N)cc1	92.0	0.4	-0.4	95.5	27.1	-17.2	-4.3	0.2	15.0	-11.1
Later entries
SMILES	HCT116 PTEN-null	NPY-Y2 antag	Phagocytosis inh	HCT116 bCat-KO	E-sel TNF inh	BB579 growth dn	Yeast life ext	MRP-1 activ	Measles CPE	GALR2 antag
NC(=O)NC(=O)CSc1cccc(C(F)(F)F)c1	90.7	1.0	x	89.0	-27.9	-44.3	-2.1	-2.5	4.2	-11.6
Cc1cc(C)n(-c2ccc(C(=O)OCc3nnc(-c4ccccc4)o3)cc2)n1	98.5	2.6	-0.5	97.3	-55.4	-0.3	-11.4	0.1	17.5	5.4
COCCCNCCCCOc1ccc(Br)cc1Cl	56.0	6.5	-3.6	58.4	18.8	-1.7	-1.8	-4.5	2.1	-4.5
C=C(C)CSC1=C(C#N)C(c2ccccc2Cl)CC(=O)N1 (centres undefined)	91.5	-2.2	0.2	91.8	29.2	-17.9	-2.1	-1.1	9.6	16.4
COc1cc(CC(CC(=O)O)CC(C)OCc2ccccc2)cc(OC)c1 (centres undefined)	101.4	12.1	0.1	92.8	-22.1	-4.9	23.7	-2.8	3.9	2.7
COC(=O)c1cc2ccc(OC)c(OC)c2c(=O)s1	99.1	2.1	-1.1	100.4	x	33.1	-7.7	0.9	24.3*	2.3
O=C(C/C=N/OCc1c(Cl)cccc1Cl)c1ccccc1	78.6	4.2	x	86.0	-17.5	5.0	-9.9	2.6	2.9	-3.8
Cc1nnc(-n2cnc3ccccc32)c2ccccc12	97.3	0.9	1.0	90.3	-19.1	-30.5	-14.1	-0.9	13.1	7.4
COc1cccc(N(C(C)=O)c2nc(C)cc(C)c2C#N)c1	97.9	1.2	0.4	100.9	-16.8	19.7	-4.6	-1.4	13.1	-11.2
CCOC(=O)CC(=O)CSc1nc2c(cc1C#N)CCC2	36.2	-0.7	0.2	23.5	0.1	-37.0	-23.4	-5.7	4.5	-0.5
O=C(OCc1csc(-c2ccccc2)n1)c1cccs1	86.3	4.8	-0.2	88.6	1.6	6.4	-24.2	-2.8	7.4	3.7
COc1ccc(Nc2cc(C)nc(-n3nc(C)cc3C)n2)cc1	18.6	3.6	3.0	15.2	-16.8	-49.9	-11.1	0.3	4.0	18.0
c1csc(-n2nc3ccccc3n2)c1	85.9	1.4	-0.3	85.1	x	-0.2	-27.7	-1.3	4.2	-0.3
Cc1cc(N=Cc2c(O)n(-c3cccc(C(F)(F)F)c3)c(=O)c3ccccc23)no1	42.8	1.8	11.1	51.9	-2.5	-35.8	-2.2	1.0	0.8	-12.1
CCn1cc(/C=N\NC(=O)c2csc3ccccc23)c(C)n1	95.5	8.6	x	91.6	-6.7	-5.4	-5.3	-0.6	13.5	0.0
CSc1nc(SCC(=O)NCc2ccco2)c2c3c(sc2n1)COC(C)(C)C3	39.6	5.5	-0.4	31.3	-34.3	-74.5	-8.7	-2.1	6.6	4.5
CCCOc1ccc(C2=NNC(=O)CC2)cc1	84.8	9.1	-11.6	96.0	x	-25.3	-5.6	0.0	x	-3.4
O=C(Nc1cccc(Cl)c1)N1CCCC1	95.1	2.7	2.0	99.4	1.3	-9.0	-14.5	-1.0	19.6	2.8
COc1cc(OC)c(OC)cc1NC(=O)CC1COc2ccccc2O1 (centres undefined)	88.5	5.0	x	81.8	16.1	-8.4	x	-2.6	7.8	-5.2
CC(=O)c1cc(-c2ccccc2)n(CCC(=O)NC2CCCCCCC2)c1C	86.7	6.1	x	92.3	0.1	-39.1	5.6	-3.6	3.8	-4.1
Cn1c(=O)oc2cc(S(=O)(=O)NCCC(=O)NCCc3ccccc3)ccc21	96.4	1.0	-0.7	88.8	26.1	-8.5	-1.9	-0.2	11.2	10.8
O=C1CC(c2ccc(S(=O)(=O)Nc3cc(C(F)(F)F)cc(C(F)(F)F)c3)cc2)CN1 (centres undefined)	97.8	3.4	0.9	96.2	15.4	-31.3	-5.6	-1.6	24.2	3.4
COC(=O)CN1C(=O)C(C)(C)Oc2ccc(C(=O)NC3CC3)cc21	101.6	4.9	-2.0	90.6	-6.2	-29.4	1.1	0.1	11.2	13.6
C/C=C(\C)c1nnc(NC(=O)OCC)s1	100.1	-1.1	-0.3	101.0	-6.1	-4.9	-25.2	0.4	28.2	-4.9
CC(C)(C)C(=O)Nc1ncc(C(F)(F)F)cc1Cl	105.3	0.7	2.0	98.0	-14.9	-2.6	-2.4	-0.1	10.4	-0.2

Next part; it opens with the 2 that closed the last part.
SMILES	HCT116 PTEN-null	NPY-Y2 antag	Phagocytosis inh	HCT116 bCat-KO	E-sel TNF inh	BB579 growth dn	Yeast life ext	MRP-1 activ	Measles CPE	GALR2 antag
C/C=C(\C)c1nnc(NC(=O)OCC)s1	100.1	-1.1	-0.3	101.0	-6.1	-4.9	-25.2	0.4	28.2	-4.9
CC(C)(C)C(=O)Nc1ncc(C(F)(F)F)cc1Cl	105.3	0.7	2.0	98.0	-14.9	-2.6	-2.4	-0.1	10.4	-0.2
COc1ccc(C(=O)OCC(=O)NC2CC2)cc1[N+](=O)[O-]	99.2	1.0	0.0	96.8	x	-38.3	2.0	1.2	3.9	8.0
c1ccc2sc(C3CCN(Cc4nnnn4Cc4ccc5c(c4)OCO5)CC3)nc2c1	82.5	6.5	x	80.5	9.0	-27.6	x	-4.7	5.4	8.1
O=C(CSc1nnc(C2CCCCC2)n1Cc1ccccc1)NCc1ccco1	72.5	4.1	0.6	68.7	0.5	-24.7	-8.5	-1.2	3.1	3.8
COc1cccc(OC)c1-c1nn2c(-c3ccco3)nnc2s1	72.6	9.3	-0.4	76.5	-56.8	-30.2	x	-2.8	4.0	12.4
Cc1nn(C(C)C(=O)NCC2CCCO2)c(=O)c2cc3occc3n12 (centres undefined)	100.1	-0.6	1.5	91.6	-71.7	-27.4	-8.0	-1.5	11.6	13.3
N#CNC(=Nc1ccc(F)cc1)SCc1ccccc1	95.4	8.5	-16.9	89.4	x	-22.2	3.0	-1.6	4.2	13.2
COc1ccc(N2CCN(C(=O)c3c(-c4ccccc4)noc3C)CC2)cc1	85.4	-0.3	x	88.9	x	-13.8	3.3	-2.5	13.0	9.1
CCc1ccc(OCC(O)CN2CCN(c3ccccc3)CC2)cc1 (centres undefined)	96.2	11.1	0.0	89.0	x	-29.1	0.0	0.1	13.0	0.6
CN(CC(=O)NCc1ccccc1)S(=O)(=O)c1cnc[nH]1	104.7	3.3	-1.3	87.4	3.3	-10.9	-7.3	0.0	3.4	-11.2
O=c1[nH]cnc2c([N+](=O)[O-])cccc12	88.9	1.3	0.2	72.5	-8.4	-35.0	0.2	-2.1	2.7	2.4
COc1cc(C(=O)Nc2nncs2)cc(OC)c1OC	91.4	0.0	2.1	91.5	1.5	18.2	-7.3	1.0	2.8	1.6
CCOC(=O)CN(C(=O)CSc1nnc(-c2ccncc2)n1CCCOC)c1ccccc1	95.7	2.4	x	104.3	7.4	-14.9	x	-0.3	20.9	1.6

Not a hit list. Share with any hit: about 6.1%.
